Compound activity: PubChem BioAssay, several laboratories
GPR55 beta-arrestin: GPR55 agonists via beta-arrestin recruitment, primary screen, imaging, U2OS cells, beta-arrestin-GFP redistribution (AID 1961); U2OS GPR55 beta-arrestin-GFP redistribution imaging; higher % means a stronger effect; activation, % at 10 µM; hits with a dose series show EC50 in µM; hit rate 0.048% among 290,000;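 active = activation above 40% with more than 50 cells counted in the well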;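 note: U2OS osteosarcoma cells stably expressing GPR55 and beta-arrestin-GFP; plate controls were DMSO negative control for no effect and LPI positive control for full effect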
Myeloid diff MLP: myeloid differentiation induction | ER-HoxA9 myeloid progenitors, lysozyme-GFP differentiation, flow cytometry | calls only at 10 µM | hit rate 1% among 360,000;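 active = normalized GFP-positive differentiation at or above the plate's own cutoff, the solvent-only control mean plus 3 SD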;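 note: cells exposed to compound for four days before flow analysis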
GPR55 LPI antagonism: GPR55 antagonists blocking LPI-driven arrestin recruitment, primary screen, imaging, U2OS, beta-arrestin-GFP, LPI agonist (AID 2013) | U2OS GPR55 beta-arrestin-GFP translocation imaging, LPI antagonism; higher % means a stronger effect | inhibition, % at 10 µM, or IC50 in µM where a hit was titrated | hit rate 0.13% among 290,000;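 active = spots per cell inhibited over 60%, with over 100 cells counted and total cytoplasm intensity under 500,000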;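 note: U2OS cells stably carrying GPR55 and arrestin-GFP stimulated by 5 µM LPI near EC80; imaged beta-arrestin-GFP aggregate spots per cell after agonist stimulation; plate controls were LPI-stimulated DMSO wells for no effect and DMSO wells without LPI for full effect; some results filed as inactive read as strong as hits; confirmed hits need IC50 under 10 µM and bright autofluorescent wells are also inconclusive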
NOD2 inhibition: inhibition of NOD2-driven NF-kB reporter – cell-based, luminescence, uHTS, HEK293 (AID 1566) | HEK293 NOD2/NF-kB luciferase reporter, luminescence; higher % means a stronger effect | inhibition, % at 4 µM, or EC50 in µM where a hit was titrated | hit rate 0.63% among 290,000; note: many of its hits are not listed in these tables
KOR beta-arrestin-1: kappa opioid receptor blockers – cell-based, luminescence, uHTS (AID 1778). KOR beta-arrestin recruitment, luminescence, antagonist mode; higher % means a stronger effect. inhibition, % at 10 µM; hits with a dose series show IC50 in µM. hit rate 0.091% among 290,000; note: strong numbers were not always called active
GPR35 arrestin U2OS: GPR35 antagonists blocking zaprinast-driven arrestin recruitment, primary screen, imaging, U2OS, beta-arrestin-GFP, zaprinast agonist (AID 2058); U2OS GPR35 beta-arrestin-GFP translocation imaging, zaprinast antagonism; higher % means a stronger effect; one-dose inhibition, % at 10 µM; IC50 in µM for titrated hits; hit rate 0.052% among 290,000;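 active = inhibition of at least 50% with at least 30 cells and total cytoplasm GFP at most 10,000,000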
KOR beta-arrestin-2: KOR agonists, beta-arrestin recruitment, primary screen, cell-based, luminescence, uHTS (AID 1777) | KOR beta-arrestin recruitment, luminescence; higher % means a stronger effect | activation, % at 10 µM; hits with a dose series show EC50 in µM | hit rate 0.02% among 280,000; in the data active = activation above about 50%, passing the limit was not always enough; note: a part of the inactive calls stands beside numbers as strong as those of hits
NOD1 NF-kB reporter: NOD1 signaling inhibitors, primary screen, cell-based, luminescence, uHTS (AID 1578) | NOD1-driven NF-kB luciferase reporter cells, luminescence; higher % means a stronger effect | inhibition, % at 4 µM, or EC50 in µM where a hit was titrated | hit rate 1% among 290,000; in the data active = inhibition mostly above about 36%, no sharp cut-off; inactive = mostly below about 34%;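 note: HEK-293T reporter cells stimulated with the NOD1 agonist gamma-tri-DAP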
HIV peptide binding: cell-free HIV fusion peptide-binding blockers – biochemical, uHTS, fluorescence dequenching, primary screen (AID 1986) | inhibition, % at 20 µM, or IC50 in µM where a hit was titrated | cell-free peptide binding, fluorescence dequenching, 30 min; higher % means a stronger effect | hit rate 0.3% among 290,000; in the data active = inhibition mostly above about 52%, no sharp cut-off; inactive = mostly below about 76%; note: some results filed as inactive read as strong as hits
Myeloid diff MLP GFP+ MAC1+ %: second read-out of Myeloid diff MLP, no call of its own (marks repeat the call); GFP+ MAC1+ double positive, %; measured here: differentiation confirmed by MAC1 staining
* hit, by the source's call; i = inactive; . = no result given; [ ] = remark or other dose. Cut-off read from the data, not from the text of the source, unless noted: active = inhibition above about 50%; inactive = the rest.

SMILES | GPR55 beta-arrestin | Myeloid diff MLP | Myeloid diff MLP GFP+ MAC1+ % | GPR55 LPI antagonism | NOD2 inhibition | KOR beta-arrestin-1 | GPR35 arrestin U2OS | KOR beta-arrestin-2 | NOD1 NF-kB reporter | HIV peptide binding
C=C(C)CNC(=S)NNC(=O)CCn1c2ccc(Cl)cc2c2cc(Cl)ccc21 | 0.2% | i | 0.5 | -1% | 6% | 24% | 1% | -1.0% | -30% | 5.6%
O=C(CCCOc1ccc(Cl)cc1Cl)NCCCO | 0.2% | i | 0.6 | -9% | 10% | -21% | -1% | -4.3% | -11% | -0.6%
Cc1ccccc1-c1nnn(CC(=O)N2CCN(S(=O)(=O)c3ccc(Cl)cc3)CC2)n1 | -0.2% | i | 0.4 | 0% | 17% | -42% | -10% | -3.0% | 13% | -1.0%
C=C1CSc2nc(=O)c3c4c(sc3n21)CCCC4 | -0.2% | i | 0.4 | 11% | 8% | 8% | -16% | -2.6% | -4% | 0.4%
O=S(=O)(O)c1nc2ccccc2[nH]1 | -0.1% | i | 1.1 | -1% | -42% | 4% | -10% | -1.3% | 8% | 0.3%
Cc1c(C(=O)c2no[n+]([O-])c2C(=O)c2cnn(C)c2C)cnn1C | -0.2% | i | 0.6 | -2% | 4% | -7% | 2% | 4.5% | 2% | 1.0%
Cc1ccc(Sc2ncccc2NC(=O)c2ccccc2Cl)cc1 | -0.1% | i | 1.0 | -1% | 12% | 18% | 9% | 1.3% | 0% | -1.0%
Clc1ccc(C2=Nn3c(nnc3-c3cccs3)SC2)cc1 | -0.3% | i | 0.4 | 2% | 12% | 0% | 2% | -0.5% | -28% | -1.2%
O=C(CSc1nnc(-c2cccs2)n1-c1ccccc1)NCc1ccco1 | -0.1% | i | 0.9 | 11% | 16% | 29% | -7% | -6.2% | -17% | -1.8%
CCC(CC)COC(=O)C1=C(C)NC(=O)NC1c1cc(OC)ccc1OC (stereo unspecified) | -0.3% | i | 0.4 | -5% | -2% | -31%[20 µM] | -4% | -3.0% | -6% | -0.2%
Cc1nc(Cl)c(C(=O)NCCC(C)C)c(C)c1[N+](=O)[O-] | 0.2% | i | 0.1 | 12% | 5% | 26% | -10% | -3.3% | -16% | -1.2%
COc1ccc(N2Cc3cccc(C(=O)NC(C)CCc4ccco4)c3C2=O)cc1 (stereo unspecified) | 0.4% | i | 4.2 | -5% | -2% | 2% | -11% | -2.8% | -21% | 0.6%
COc1ccc(C(=O)Nc2sc(C)c(C)c2CN2CCOCC2)cc1 | -0.1% | i | 0.6 | 1% | -44% | -10% | -5% | 2.5% | -36% | -0.1%
Cc1ccc(C(C(=O)NC2CCCCC2)N(Cc2ccco2)C(=O)Cn2cnc3ccccc32)cc1 (stereo unspecified) | 0.0% | i | 0.9 | -9% | -4% | . | -1% | . | -6% | -1.8%
O=C(Oc1ccc(-c2cn3c(n2)SCC3)cc1)c1ccccc1 | 0.5% | i | 1.3 | 4% | -25% | 20% | 12% | 1.3% | -26% | 0.8%
COc1ccc([N+](=O)[O-])cc1NC(=O)Cc1ccc(C)cc1 | -0.3% | i | 0.7 | -10% | 21% | -10% | -3% | 5.1% | -18% | 1.0%
NS(=O)(=O)c1ccc(CCNCc2cccs2)cc1 | -0.1% | i | 0.0 | -5% | 10% | -54%[20 µM] | 19% | 0.8% | -20% | -0.2%
CC(C)CN(Cc1c(O)ccc2ccccc12)CC(C)C | 0.2% | i | 0.5 | 0% | 6% | -31%[20 µM] | 6% | -2.1% | 20% | -3.2%
CCN(CC)S(=O)(=O)c1cccc(C(=O)N[C@H](C(=O)O)C(C)C)c1 | 0.9% | i | 0.9 | 12% | 14% | -30% | 4% | 3.4% | 13% | -2.0%
O=C1CCC(C(=O)OCc2c(Cl)cccc2Cl)N1 (stereo unspecified) | 0.5% | i | 0.5 | 10% | 2% | 26% | 0% | 4.1% | -4% | -2.2%
CCOC(=O)c1c(N)sc2c(NC(C)=O)cccc12 | -0.2% | i | 0.6 | 14% | 14% | -6% | -1% | -3.8% | -23% | 1.6%
O=C1CC(Sc2nnc(-c3ccccc3)o2)C(=O)N1c1ccccc1 (stereo unspecified) | 0.2% | i | 1.5 | 0% | -32% | -64% | 3% | 0.5% | -5% | -0.3%
Cc1cccn2c(CNC3CCCc4ccccc43)c(C(=O)N3CCCCC3)nc12 (stereo unspecified) | 0.2% | i | 1.0 | 20% | 5% | -38%[20 µM] | -3% | -6.7% | -29% | 0.5%
O=C(O)CCn1ncc2ccccc2c1=O | 0.2% | i | 0.5 | 1% | -2% | 27%[20 µM] | 6% | . | -11% | -1.0%
CCCN1C2CCCC1CC(NC(=O)c1ccc(OC)cc1)C2 (stereo unspecified) | 1.1% | i | 0.9 | 2% | 16% | -2%[20 µM] | 4% | -1.6% | -8% | -0.4%
O=C(Cc1ccc(Br)cc1)N(Cc1ccccc1)c1ccccn1 | -0.1% | i | 0.0 | -3% | 10% | 5%[20 µM] | 11% | -3.6% | -19% | 1.1%
COc1ccc(CNC(=O)C/C(C)=N/NC(=O)C23CC4CC(CC(C4)C2)C3)cc1 | -0.2% | i | 0.6 | 1% | -20% | 5% | 3% | 0.6% | -22% | -0.9%
OC1(C2(O)CC(c3ccccc3)ON2)CCCCC1 (stereo unspecified) | -0.2% | i | 1.7 | -5% | 8% | 9% | 8% | -3.1% | 22% | -1.0%
CC(C)CCn1c(=O)c2sccc2n2c(CCCC(=O)N3CCC(N4CCCCC4)CC3)nnc12 | -0.1% | i | 1.0 | 22% | 11% | -13% | 4% | -0.5% | -14% | 1.1%
O=c1cc(CN2CCN(Cc3ccccc3)CC2)c2cc3c(cc2o1)CCC3 | -0.1% | i | 0.6 | 4% | 9% | 13% | 16% | 2.5% | -4% | -1.9%
O=C(O)C1C2C=CC(C2)C1C(=O)OCC1CCCO1 (stereo unspecified) | 0.8% | i | 5.8 | 8% | 4% | -19% | 14% | 3.7% | -5% | -3.5%
Cn1cc(S(=O)(=O)N2CCC(Cc3ccccc3)CC2)c(=O)n(C)c1=O | -0.1% | i | 0.6 | -6% | 9% | -17% | 7% | -3.9% | 9% | 1.6%
COC(=O)CC1C(=O)NCCN1C(=O)c1cc([N+](=O)[O-])ccc1Cl (stereo unspecified) | -0.2% | i | 0.5 | 10% | 7% | 2% | -10% | 0.8% | -20% | 0.1%
O=C(N/N=C/c1ccccc1F)NC1CCCCC1 | 0.3% | i | 0.5 | 4% | -37% | 1% | -2% | -3.3% | -41% | 0.3%
COc1ccc(NC(=O)Cn2c3ccccc3c3nc4n(c(=O)c32)CCS4)cc1 | -0.1% | i | 1.4 | 10% | 8% | 12% | -10% | -0.9% | -36% | 0.2%
N#Cc1c(NCCN)nc(NCc2ccccc2)c2c1CCN(Cc1ccccc1)C2 | 0.5% | i | 1.0 | 14% | 12% | -16% | 13% | 1.5% | 24% | -2.4%

Structural class, the compounds so far containing a COOH group.
SMILES | GPR55 beta-arrestin | Myeloid diff MLP | Myeloid diff MLP GFP+ MAC1+ % | GPR55 LPI antagonism | NOD2 inhibition | KOR beta-arrestin-1 | GPR35 arrestin U2OS | KOR beta-arrestin-2 | NOD1 NF-kB reporter | HIV peptide binding
CCN(CC)S(=O)(=O)c1cccc(C(=O)N[C@H](C(=O)O)C(C)C)c1 | 0.9% | i | 0.9 | 12% | 14% | -30% | 4% | 3.4% | 13% | -2.0%
O=C(O)CCn1ncc2ccccc2c1=O | 0.2% | i | 0.5 | 1% | -2% | 27%[20 µM] | 6% | . | -11% | -1.0%
O=C(O)C1C2C=CC(C2)C1C(=O)OCC1CCCO1 (stereo unspecified) | 0.8% | i | 5.8 | 8% | 4% | -19% | 14% | 3.7% | -5% | -3.5%

Going on with the list:
SMILES | GPR55 beta-arrestin | Myeloid diff MLP | Myeloid diff MLP GFP+ MAC1+ % | GPR55 LPI antagonism | NOD2 inhibition | KOR beta-arrestin-1 | GPR35 arrestin U2OS | KOR beta-arrestin-2 | NOD1 NF-kB reporter | HIV peptide binding
COC(=O)Nc1ccc(SCC(=O)c2ccc(Cl)cc2)cc1 | 0.2% | i | 0.1 | -15% | -10% | -17% | -9% | 0.5% | -14% | 2.1%
COc1ccc([N+](=O)[O-])cc1N(CC(O)CN1CCCCC1)S(=O)(=O)c1ccc(C)cc1 (stereo unspecified) | -0.1% | i | 1.3 | 10% | -2% | -27%[20 µM] | 1% | . | -29% | -2.1%
CN(CCOc1cccc(C(F)(F)F)c1)Cc1ccccc1 | 0.2% | i | 1.1 | 4% | 13% | 8% | -3% | -4.2% | -12% | 0.8%
CCC(C)n1cnc2c(c1=O)c1nc3ccccc3nc1n2-c1ccc2c(c1)OCCO2 (stereo unspecified) | 0.6% | i | 7.4 | 18% | 19% | 14% | 16% | 0.9% | -22% | 1.8%
COc1ccc(NS(=O)(=O)c2cc(NC(=O)c3cc(=O)c4ccccc4o3)ccc2OC)cc1 | -1.1% | i | 0.2 | 9% | 20% | -5% | 16% | -1.3% | -7% | -2.1%
CSc1nnc(NC(=O)c2nc(S(=O)(=O)Cc3ccccc3)ncc2Cl)s1 | 1.0% | i | 1.8 | 15% | 3% | -37% | 9% | -4.0% | -15% | 1.1%
CCN=c1sc(C(=O)OC)cc(=O)n1CC | 0.2% | i | 0.6 | -3% | 2% | -9% | 1% | 1.9% | 0% | -0.2%
COc1ccc(N(CN2C(=O)C3CC=CCC3C2=O)C(=O)c2ccco2)cc1 (stereo unspecified) | -0.3% | i | 0.6 | -2% | -14% | -6% | -3% | 2.4% | -26% | 1.1%
Cc1csc(NC(=O)c2ccc(COc3ccccc3)o2)n1 | -0.2% | i | 2.2 | -7% | -78% | -13% | 1% | 2.7% | -49% | -0.3%
Cc1cccn2c(=O)c(C=C(C#N)C#N)c(N3CCN(c4cccc(Cl)c4)CC3)nc12 | 0.0% | i | 1.3 | -2% | 21% | -15% | -5% | -5.2% | 11% | 3.4%
COc1cc(OC)c(C(=O)NC23CC4CC(CC(C4)C2)C3)cc1OC | 0.5% | i | 0.2 | 3% | 26% | -13% | -13% | -1.6% | -24% | -0.3%
O=C(Cn1c(-c2ccccc2)c[n+]2ccsc12)c1ccccc1 | 0.6% | i | 1.2 | -6% | -6% | 4% | -3% | -3.3% | -27% | 0.1%
COc1ccc(CCN2C(=O)C3C(C2=O)C2C=CC3C23CC3)cc1OC (stereo unspecified) | 0.7% | i | 0.7 | -9% | -2% | -36% | -6% | 7.2% | 25% | 0.0%
COc1cc(/C=N/N2C(=O)C3C4c5ccccc5C(c5ccccc54)C3C2=O)ccc1O (stereo unspecified) | 0.4% | i | 0.4 | -15% | 11% | 12% | -8% | 2.5% | -11% | -2.0%
CC(=O)c1c(Cl)nc2cccc3c2c1-c1ccccc1C3=O | 0.6% | i | 4.9 | 3% | 18% | -4% | -4% | 2.1% | 36% | -1.0%
Cc1ccc(CNC(=O)C2(S(=O)(=O)c3ccc(C)cc3)CC2)cc1 | . | i | 1.9 | -1% | 10% | 2% | 6% | -2.3% | -23% | -0.3%

The list is partial, so the mix of outcomes need not match the whole.
